# Bioassay records: PubChem BioAssay, several laboratories
# ROCK2 inh = inhibitors of human Rho kinase 2; purified ROCK2, Kinase-Glo ATP depletion luminescence; inhibition, % at 6 µM; 0.35% of 60,000 active; AID 604;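 active means inhibition above the screen-wide mean inhibition plus 3 SD, cut at about 18% in these data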;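 further: plate controls were DMSO wells for no effect and Y-27632 control wells after no-enzyme background subtraction for full effect; many of its hits are not listed in these tables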
# Target sequence (O75116 whole entry, looked up): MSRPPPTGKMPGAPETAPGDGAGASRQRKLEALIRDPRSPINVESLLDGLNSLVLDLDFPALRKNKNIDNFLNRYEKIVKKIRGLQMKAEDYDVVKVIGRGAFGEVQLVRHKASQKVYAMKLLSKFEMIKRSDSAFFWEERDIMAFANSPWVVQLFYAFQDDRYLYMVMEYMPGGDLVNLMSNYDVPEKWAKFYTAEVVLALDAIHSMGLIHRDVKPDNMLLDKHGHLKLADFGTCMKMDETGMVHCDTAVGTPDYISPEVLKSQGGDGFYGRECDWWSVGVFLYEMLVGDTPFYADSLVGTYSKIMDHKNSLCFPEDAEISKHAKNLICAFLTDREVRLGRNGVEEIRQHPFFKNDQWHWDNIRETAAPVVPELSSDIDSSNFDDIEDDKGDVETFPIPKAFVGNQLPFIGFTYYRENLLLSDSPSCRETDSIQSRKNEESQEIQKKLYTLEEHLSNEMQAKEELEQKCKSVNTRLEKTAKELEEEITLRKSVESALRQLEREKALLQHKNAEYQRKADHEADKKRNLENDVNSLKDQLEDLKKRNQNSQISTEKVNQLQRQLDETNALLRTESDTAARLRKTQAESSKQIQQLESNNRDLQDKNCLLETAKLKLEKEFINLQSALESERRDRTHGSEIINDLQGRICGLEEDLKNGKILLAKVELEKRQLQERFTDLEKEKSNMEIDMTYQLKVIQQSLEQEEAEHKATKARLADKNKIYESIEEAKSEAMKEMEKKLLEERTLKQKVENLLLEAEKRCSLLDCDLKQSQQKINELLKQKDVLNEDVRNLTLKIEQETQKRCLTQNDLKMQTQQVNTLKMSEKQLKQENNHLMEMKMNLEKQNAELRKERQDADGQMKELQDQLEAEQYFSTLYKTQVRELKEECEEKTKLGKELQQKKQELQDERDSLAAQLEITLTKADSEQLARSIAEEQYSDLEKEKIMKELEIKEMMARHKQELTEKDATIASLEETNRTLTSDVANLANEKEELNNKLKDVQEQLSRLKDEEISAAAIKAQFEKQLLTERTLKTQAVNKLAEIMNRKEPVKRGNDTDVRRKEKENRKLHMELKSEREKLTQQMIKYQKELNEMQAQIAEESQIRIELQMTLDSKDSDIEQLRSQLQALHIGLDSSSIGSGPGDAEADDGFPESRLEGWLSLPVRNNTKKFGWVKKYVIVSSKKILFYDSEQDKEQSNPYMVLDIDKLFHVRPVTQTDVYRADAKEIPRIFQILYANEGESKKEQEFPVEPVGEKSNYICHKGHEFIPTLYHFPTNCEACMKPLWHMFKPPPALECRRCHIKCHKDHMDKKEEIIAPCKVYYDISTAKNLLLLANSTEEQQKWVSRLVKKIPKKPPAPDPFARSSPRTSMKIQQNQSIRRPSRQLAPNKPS
# JNK3 inh = JNK3 (human) kinase inhibition; 0.61% of 60,000 active; inhibition, % at 8 µM; AID 746; purified JNK3 kinase activity, HTS; in the data active means inhibition above about 17%;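 further: 0% = DMSO and 100% = reference inhibitor; many of its hits are not listed in these tables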
# AP complement = alternative pathway complement inhibition, orthogonal assay. Human serum alternative complement pathway, LPS-coated ELISA, C3 deposition; tested in compound mixtures. inhibition, % at 5 µM. 0.08% of 62,000 active;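 active means inhibition above 30% in each of the two pooled mixtures holding the compound, so the lower value exceeds 30%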;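 further: 0% = serum in Mg-EGTA without compound and 100% = EDTA serum blank; some compounds past the cut are filed as inactive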
#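 Assay system: Human serum alternative complement pathway, C3 deposition on LPS-coated wells | Incubation: 1 h serum-compound exposure at 37 °C | Doses: 5 µM per compound in ten-compound mixtures | Read-out: Percent inhibition | Technique: ELISA with HRP anti-human C3 antibody, TMB substrate, absorbance 450 nm | Replication: Two pool placements per compound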
# PKA kinase inh = PKA (human) kinase inhibition. P17612. 0.1% of 65,000 active. PKA Kemptide phosphorylation, Kinase-Glo ATP luminescence. inhibition, % at 6 µM;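 active means inhibition above the screen-wide mean inhibition plus 3 SD, cut at about 21% in these data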; further: many of its hits are not listed in these tables
# Ec RNAP inh = blocks E. coli RNA polymerase transcription; P0A8V2; fluorescence transcription assay; inhibition, %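 (tested at 10 µM)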; 0.2% of 62,000 active; in the data active means inhibition above about 20%;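 further: 0% = enzyme without compound and 100% = no enzyme blank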
# RORA act = activates the human nuclear receptor RORA. activation, % at 10 µM. P35398. 1.5% of 65,000 active. AID 560. CHO-K1 Gal4-RORA LBD luciferase reporter, luminescence; percent increase over mock-subtracted basal signal;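 active means activation above the mean of all tested compounds plus 3 SD, cut at about 49% in these data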;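 further: 0% = DMSO-treated RORA cells and 100% = added signal equal to DMSO minus mock-transfected cells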
# CatB inh = blocks human cathepsin B protease activity; purified cathepsin B, fluorogenic substrate, fluorescence; inhibition, %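 (tested at 10 µM)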; P07858; 0.1% of 63,000 active; in the data active means inhibition above about 21%;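 further: 0% = enzyme with no compound and 100% = no enzyme blank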
# CatB mix inh = human cathepsin B inhibition by mixtures; P07858; Purified cathepsin B, AMC dipeptide fluorescence, compound mixtures; inhibition, %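 (ten-compound pools at 5 µM per compound and 50 µM total)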; 0.06% of 62,000 active; in the data active means inhibition above about 22%, passing the limit was not always enough;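 further: 0% = enzyme without compound and 100% = no enzyme blank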
# CatS block = human cathepsin S inhibition | P25774 | AID 501 | recombinant cathepsin S, AMC dipeptide fluorescence, pooled mixtures | inhibition, %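 (tested at 5 µM per compound within 10-compound mixtures)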 | 0.06% of 62,000 active; in the data active means inhibition above about 32%, passing the limit was not always enough;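 further: 0% = enzyme without compound and 100% = blank without enzyme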
# * marks the source's active call; other numbers are inactive results; / = not tested or not shown. This is a subset; the hit share may differ from the screen's.
SMILES,ROCK2 inh,JNK3 inh,AP complement,PKA kinase inh,Ec RNAP inh,RORA act,CatB inh,CatB mix inh,CatS block
COc1ccc(C2C(C(=O)N3CCCC3)c3cc(OC)c(OC)cc3C(=O)N2C)cc1OC (stereo not given),/,/,9,7,0,10,2,1,-3
CC1(C)Cc2c(C#N)c(NC3CCCCC3)nc(-c3ccco3)c2CO1,-2,3,9,-4,6,-8,7,4,-2
COc1ccc(CSCCN)cc1Cl,4,2,-9,16,5,17,9,36,21
CC(C)(C)NC(=O)c1sccc1C(=O)O,/,/,10,0,2,5,1,4,-5
COCCn1c(-c2ccc(OC)cc2)cnc1N,0,0,0,4,-3,3,4,-5,-7
CCCNC(=O)N1CCN(c2nc(C(C)C)c3c(c2C#N)CC(C)(C)OC3)CC1,1,-1,6,-10,8,-17,3,3,7
Cn1cccc1Cc1nnc(SCC(=O)N2CCCc3ccccc32)n1-c1ccc(F)cc1,4,-2,20,5,2,-16,6,2,9
CCOC(=O)c1c(C)[nH]c(C(=O)COc2ccc3c(c2)OCO3)c1C,/,/,5,10,8,28,7,3,19
CC(NC(=O)C1CCCN(S(=O)(=O)c2cccs2)C1)c1ccccc1 (stereo not given),2,-2,8,1,6,10,6,7,-11
CCOc1cccc(C(=O)Nc2nc(-c3ccc(S(=O)(=O)N4CCOCC4)cc3)cs2)c1,4,-3,14,1,3,-1,0,3,-4
c1ccc(-c2noc(CSc3nc4ccccc4o3)n2)cc1,0,2,3,4,1,-3,-2,-1,-5
CCn1c(C(C)NC(=O)c2cccs2)nc2ccccc21 (stereo not given),1,-4,10,-9,7,-14,4,3,5
Cc1noc(NS(=O)(=O)c2ccc(NC(=O)c3cnc4n(c3=O)CCS4)cc2)c1C,3,0,/,8,/,4,/,/,/
CC(=O)c1cc2c(cc1NC(=O)c1cc3nc(C(C)C)cc(C(F)(F)F)n3n1)OCO2,2,5,-5,5,6,11,-2,1,-1
CCNC(=O)NC(=O)COC(=O)CCCSc1nc2ccccc2[nH]1,3,0,1,11,7,-3,3,0,2
CCOC(=O)c1cc2c(n(-c3ccc(C)cc3)c1=O)CCCC2=O,/,/,10,6,5,15,2,3,-3
CCC1Oc2ccccc2N(CC(=O)NCCCN2CCOCC2)C1=O (stereo not given),7,-2,32,9,3,-9,3,6,2
c1csc(CNc2ncnc3sccc23)c1,/,/,6,1,5,-39,4,2,16
CCOC(=O)c1cc2c(=O)n3cccc(C)c3nc2n(CCc2ccccc2)c1=N,0,0,-1,2,7,-3,-1,-2,11
[O-]/[N+](=C\c1ccc(OC(F)F)cc1)c1ccccc1,9,7,16,7,8,-6,3,2,-25
COc1ccc(CCN(CC(=O)NC2CCCC2)C(=O)CCC(=O)Nc2cc(C)on2)cc1OC,-2,-6,-4,0,1,7,0,1,-16
CC(=O)c1ccc(NC2OC(C)C(O)C(O)C2O)cc1 (stereo not given),-1,-1,-11,0,2,10,8,2,25
CC(C)c1ccc(NC(=O)C(c2ccc3c(c2)OCO3)N2CCN(C(=O)c3ccco3)CC2)cc1 (stereo not given),-1,-1,25,0,-1,-13,3,2,-6
Cc1cc(C)nc(NC(=O)c2ccc(OC(C)C)cc2)n1,-1,-3,2,2,9,-2,-2,-6,-14
O=C(Nc1ccc2c(c1)OCO2)C1CC(c2c(F)cccc2Cl)=NO1 (stereo not given),-3,-2,4,1,5,2,0,4,13
O=C(Cn1nc(-c2ccccc2F)ccc1=O)NCc1ccc2c(c1)OCO2,1,2,16,1,3,-12,-2,0,-4
CCN(CCCNS(=O)(=O)c1ccc2c(c1)oc(=O)n2C)c1cccc(C)c1,5,1,11,11,8,15,5,6,5
Cc1cccc(NC(=O)c2ccc(S(=O)(=O)N3CCCCC3)cc2)n1,0,0,19,-7,3,26,1,4,5
O=c1[nH]c2cc3c(cc2cc1C(c1nnnn1C1CCCC1)N1CCSCC1)OCCO3 (stereo not given),6,-3,22,10,3,12,-1,-5,9
Cc1ccc(S(=O)(=O)N2CCN(S(=O)(=O)N3CCCCC3)CC2)c(C)c1,9,-7,-8,9,1,-22,-5,-5,-5
O=C1C(O)CC2c3ccccc3CC3(CCCC3)N12 (stereo not given),6,2,10,6,8,-4,0,0,7
N#Cc1c(-c2ccccc2)nc(SCc2nc(N)nc(N3CCCCC3)n2)[nH]c1=O,4,7,7,11,7,24,5,4,0
O=C(NCc1cn2ccsc2n1)c1cccc(C(F)(F)F)c1,2,5,14,0,22*,-15,2,5,-1
CC(C)(C)c1cc(Cc2ccccc2)[nH]n1,-1,1,24,4,5,9,5,2,1
Cc1ccc2nc(SCC(=O)Nc3cc(C)on3)[nH]c2c1,2,1,7,-4,-4,-3,-3,-2,-1
C=CCNC(=O)c1ccccc1NS(=O)(=O)c1ccccc1,7,-4,8,8,6,-18,2,1,-5
CC(C)Nc1nc(C#N)nc(NC(C)C)n1,-1,-3,3,-2,/,-15,9,-1,25
COCCn1nnnc1SCC(=O)c1ccccc1,-2,-5,12,0,7,4,2,4,9
CCCSc1nc2c(cnn2-c2ccc(C)cc2)c(=O)[nH]1,2,-1,-15,-2,6,-10,2,4,8
O=C1CCCC2=C1C(c1ccco1)Nc1ccc(C(=O)c3ccccc3)cc1N2 (stereo not given),5,-1,12,3,9,29,2,-1,-10
O=C(OCc1ccccc1Cl)c1ccc(-n2cnnc2)cc1,4,4,27,9,-1,-1,-5,3,-8
COc1ccccc1NC(=O)COC(=O)c1ccc(S(=O)(=O)NCc2ccco2)cc1,4,-2,6,10,/,0,3,-5,3
O=S(=O)(c1ccc(S(=O)(=O)N(Cc2ccco2)Cc2ccccc2Cl)cc1)N1CCCC1,5,-2,3,9,4,0,-5,5,8
CC(C)N1C(=O)CCC1C(=O)NCCc1ccc(Cl)cc1 (stereo not given),-1,-4,16,1,7,-10,5,5,0
COc1ccc(Cc2nnc(NC(=O)C3CCCO3)s2)cc1 (stereo not given),8,2,1,14,6,3,3,1,1
CS(=O)(=O)N1CCC(C(=O)Nc2cc(C(F)(F)F)ccc2Cl)CC1,1,-3,-9,8,6,-5,7,4,6
COC(=O)c1ccc(N(CC(=O)NC2CCCC2)C(=O)CNC(=O)c2ccco2)cc1,-3,-14,14,-5,2,2,-1,0,-9
CCOC(=O)c1cc2sccc2n1CC(=O)N1CCCc2ccccc21,3,2,2,13,4,-12,-1,0,7

# Quoted from the listing:
# `CCNC(=O)NC(=O)COC(=O)CCCSc1nc2ccccc2[nH]1` @ CatB mix inh = 0
# `CCCNC(=O)N1CCN(c2nc(C(C)C)c3c(c2C#N)CC(C)(C)OC3)CC1` @ ROCK2 inh = 1
# `c1csc(CNc2ncnc3sccc23)c1` @ CatS block = 16
# `CCCSc1nc2c(cnn2-c2ccc(C)cc2)c(=O)[nH]1` @ CatB inh = 2

# Three entries already listed, arranged by the number in PKA kinase inh, low to high.
canonical_smiles | PKA kinase inh
CC(C)Nc1nc(C#N)nc(NC(C)C)n1 | -2
COCCn1nnnc1SCC(=O)c1ccccc1 | 0
CC(C)N1C(=O)CCC1C(=O)NCCc1ccc(Cl)cc1 (stereo not given) | 1

# Sorted by formula weight (falling): six of the compounds above.
SMILES,ROCK2 inh,JNK3 inh,AP complement,PKA kinase inh,Ec RNAP inh,RORA act,CatB inh,CatB mix inh,CatS block
O=S(=O)(c1ccc(S(=O)(=O)N(Cc2ccco2)Cc2ccccc2Cl)cc1)N1CCCC1,5,-2,3,9,4,0,-5,5,8
COC(=O)c1ccc(N(CC(=O)NC2CCCC2)C(=O)CNC(=O)c2ccco2)cc1,-3,-14,14,-5,2,2,-1,0,-9
O=C(OCc1ccccc1Cl)c1ccc(-n2cnnc2)cc1,4,4,27,9,-1,-1,-5,3,-8
CC(C)N1C(=O)CCC1C(=O)NCCc1ccc(Cl)cc1 (stereo not given),-1,-4,16,1,7,-10,5,5,0
COCCn1nnnc1SCC(=O)c1ccccc1,-2,-5,12,0,7,4,2,4,9
CC(C)Nc1nc(C#N)nc(NC(C)C)n1,-1,-3,3,-2,/,-15,9,-1,25

# The list continues:
SMILES,ROCK2 inh,JNK3 inh,AP complement,PKA kinase inh,Ec RNAP inh,RORA act,CatB inh,CatB mix inh,CatS block
COc1cc(NC(=O)CN2C(=O)c3ccccc3C2=O)c(C(=O)O)cc1OC,/,/,-29,9,-9,8,3,3,0
CCOCCn1c(=O)c2c(nc3n2CCN3c2ccccc2)n(C)c1=O,1,-7,-11,10,7,-8,5,1,9
CN(Cc1ccc(OC(F)F)cc1)C(=O)c1ccc2nccnc2c1,3,6,3,0,5,-11,3,3,-2
CCOc1ccc2nc(N3CCC(C(=O)N4CCN(c5ncccn5)CC4)CC3)sc2c1,0,-2,14,-7,0,70*,-1,-2,2
COc1cccc(CNc2nc3nc(C)c(Cl)c(C)n3n2)c1,2,1,6,0,6,38,3,-1,-7
CCC(=O)N1CCc2cc(S(=O)(=O)CCC(=O)Nc3c(C)n(C)n(-c4ccccc4)c3=O)ccc21,-1,-1,-3,2,5,-8,2,4,3
COc1cc(C2NC(=O)NC(c3ccccc3)=C2C(C)=O)ccc1OCC#N (stereo not given),-3,-5,25,-4,1,2,5,3,-1
O=C(Nc1ccc(NC(=O)C2CC2)nc1)c1ccccn1,/,/,0,2,-1,8,-1,-4,-3
COc1cc(CNc2nc3ccccc3[nH]2)cc(OC)c1OC,-1,1,/,-1,/,-20,/,/,/
Cc1ccc(OCCn2ccc(=O)[nH]c2=O)cc1C,2,0,12,13,7,-32,0,1,-6
CS(=O)(=O)N1CCN(C(=O)c2cccnc2)CC1,3,-2,-2,8,8,-6,0,1,-2
c1ccc(-c2nc(CSc3nnc(-c4cccs4)o3)cs2)cc1,5,2,16,6,-2,6,0,0,-19
CC(=O)c1ccc(NC(=O)C2CCC(C)(C(=O)O)C2(C)C)cc1 (stereo not given),6,-1,2,-3,11,3,-1,4,4
CC(=O)NC(CC(=O)Nc1ccc(S(=O)(=O)N2CCCC2)cc1)c1ccccc1 (stereo not given),6,-2,2,-3,10,-3,2,3,0
O=C(CSc1cn(CCNC(=O)c2ccccc2)c2ccccc12)NCc1ccco1,3,1,12,10,1,2,10,9,19
O=S(=O)(NCc1cccnc1)c1ccc(Cl)c(Cl)c1,/,/,-12,/,3,/,-1,-5,11
FC(F)Oc1ccccc1C1CC(c2ccc(Br)s2)Nc2ncnn21 (stereo not given),8,1,-1,11,2,-15,2,0,2
